# TRPM1 prom inh: inhibitors of MITF-driven TRPM1 promoter in melanoma cells; SK-MEL-5 TRPM1 promoter luciferase, 24 h; inhibition, % at 12.5 µM; 330,000 compounds, 0.83% hits;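 active = mean inhibition across replicates of 60% or more, whatever share of single replicates reaches that level; inconclusive = some that reach 60%, reason not given; inactive = mean inhibition across replicates below 60%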; note: values of inactives mirror those of a sister screen read the other way
# CaV13 ICDI inh: Disruptors of the CACNA1D IQ motif to Ca2+-dependent inactivation inhibitor domain association, primary screening, Förster resonance energy transfer in intact living …; HEK cells, CFP/YFP FRET ICDI-IQ, plate reader, 10 min; percent FRET-ratio fall versus neutral wells; inhibition, % at 12.3 µM; 340,000 compounds, 0.098% hits;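 active = mean replicate inhibition of at least 30% and at least 1% of replicates passing that level; inconclusive = only one of the two criteria is met; inactive = neither criterion is met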;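 note: 0% = median of the neutral control wells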
# NR2E3 ag-1: activates human photoreceptor nuclear receptor NR2E3 | 320,000 compounds, 0.12% hits | GST-NR2E3/biotin-RetCOR TR-FRET, 1536-well | Q9Y5X4 | inhibition of corepressor binding, % at 4.78 µM | AID 2300;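 active = percent inhibition above the cutoff of mean plus 3 SD of all tested compounds, set per screening campaign, cut at about 20% in these data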;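 note: 0% = DMSO wells and 100% = biotin wells as full block of FRET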
# Target sequence (Q9Y5X4 whole entry, looked up): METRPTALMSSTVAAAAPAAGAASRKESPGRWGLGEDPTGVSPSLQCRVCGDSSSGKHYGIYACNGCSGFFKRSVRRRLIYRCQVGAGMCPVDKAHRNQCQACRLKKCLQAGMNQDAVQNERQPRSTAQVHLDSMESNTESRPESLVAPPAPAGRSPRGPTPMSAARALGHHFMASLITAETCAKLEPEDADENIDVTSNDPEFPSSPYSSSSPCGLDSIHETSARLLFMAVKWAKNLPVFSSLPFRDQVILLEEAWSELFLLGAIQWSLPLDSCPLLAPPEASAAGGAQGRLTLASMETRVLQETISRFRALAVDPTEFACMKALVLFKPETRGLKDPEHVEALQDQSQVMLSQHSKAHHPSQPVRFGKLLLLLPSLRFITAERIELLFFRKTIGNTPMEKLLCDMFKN
#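 Assay system: NR2E3–RetCOR corepressor complex. Quantity: 1.35 nM GST-NR2E3. Buffer or medium: pH 7.5 Tris-based buffer. Reagent: biotinylated RetCOR corepressor at 7 nM final. Schedule: 5 h at 4 °C. Detection: TR-FRET, emission read at 617 and 671 nm. Replicates: one well per compound, singlicate testing.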
# HIF-2a block: inhibitors of HIF-2a; 786-0 RCC cells HIF-2a reporter, luciferase luminescence, overnight; inhibition, % at 18.8 µM; 360,000 compounds, 0.72% hits;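 active = inhibition of the luminescence signal of 40% or more relative to plate controls, in a single-dose primary screen at 18.75 µM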
# NR2E3 ag-2: human photoreceptor-specific nuclear receptor agonism. Q9Y5X4. AID 602229. inhibition of corepressor binding, % at 3.98 µM. CHO-S Gal4-NCOR/VP16-NR2E3 two-hybrid, luciferase. 360,000 compounds, 0.35% hits;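 active = inhibition above the mean of all tested compounds plus 3 SD, cut at about 70% in these data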;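 note: 0% = DMSO with NR2E3 transfected cells and 100% = cells lacking NR2E3 construct; higher means lower luciferase signal from less NR2E3 corepressor binding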
# Vif inh: inhibitors of HIV Vif; AID 602346; inhibition, % at 7.49 µM; 340,000 compounds, 0.35% hits; HEK293T cells, Vif self-association by quenched fluorescence, imaging, 24 h; in the data active = inhibition above about 50%, passing the limit was not always enough; inconclusive = no clear call, values can overlap the other calls; inactive = below about 31%; note: some results filed as inactive read as strong as hits
# Exocytosis inh: lytic granule exocytosis inhibition; TALL-104 LAMP-1 surface exposure, flow cytometry; cells stimulated with thapsigargin and PMA; inhibition, % at 10 µM; 360,000 compounds, 0.66% hits;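 active = inhibition above about 55%, limit read from the data; inconclusive = no clear call, values can overlap the other calls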
# Peg3 prom inh: Peg3 promoter activity inhibition | HeLa PEG-Prom luciferase reporter, luminescence, overnight | inhibition, % at 20 µM | 360,000 compounds, 1.7% hits | AID 588405;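 active = inhibition of at least 50% at 20 µM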
# aDG glyco up: increases alpha dystroglycan glycosylation; AID 624168; 360,000 compounds, 0.22% hits; activation, % at 10 µM; Pro5-aDG cells, alpha-DG glycosylation AlphaScreen (IIH6); 0% Pro5, 100% B10-LARGE cell signal;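 active = activation of at least 8% versus controls, or a plate z-score of at least 8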;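 note: Pro5 are CHO cells carrying HIG-tagged alpha-DG that lacks glycosylation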
# hiPSC survival: increases survival of single human iPS cells; hiPSC single-cell survival, ATPlite luminescence; 100% = ROCK inhibitor wells, 0% = DMSO; survival enhancement, % at 20 µM; 360,000 compounds, 0.044% hits; in the data active = survival enhancement above about 18%;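 note: cells exposed to compounds for 16 hours before the ATP read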
# PDI inh: blocks human protein disulfide isomerase activity; P07237; PDI insulin aggregation turbidity, A650, 90 min; inhibition, % at 10 µM; 350,000 compounds, 0.052% hits; AID 588391;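 active = mean inhibition across replicates of 30% or more, whatever share of single replicates reach that level; inconclusive = mean inhibition below 30% while every single replicate reaches 30%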;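 note: absorbance from insulin aggregation driven by PDI reduction with DTT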
# Target sequence (P07237 whole entry, looked up): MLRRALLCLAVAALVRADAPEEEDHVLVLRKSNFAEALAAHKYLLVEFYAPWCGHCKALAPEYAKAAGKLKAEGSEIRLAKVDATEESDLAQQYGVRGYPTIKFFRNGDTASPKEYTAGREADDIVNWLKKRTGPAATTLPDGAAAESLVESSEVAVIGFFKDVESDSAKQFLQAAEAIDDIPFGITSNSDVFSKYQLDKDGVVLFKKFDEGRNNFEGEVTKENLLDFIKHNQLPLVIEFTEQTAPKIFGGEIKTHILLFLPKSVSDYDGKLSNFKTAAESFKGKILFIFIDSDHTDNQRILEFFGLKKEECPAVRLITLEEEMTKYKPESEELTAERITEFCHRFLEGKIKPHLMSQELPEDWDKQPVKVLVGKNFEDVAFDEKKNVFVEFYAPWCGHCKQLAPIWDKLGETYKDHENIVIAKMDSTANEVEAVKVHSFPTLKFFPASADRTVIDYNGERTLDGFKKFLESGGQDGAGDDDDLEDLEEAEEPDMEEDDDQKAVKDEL
# * marks the source's active call; other numbers are inactive results; ? = inconclusive; · = no result given; & = joins results of further samples. Rows were taken by chance. About 3.5% of those tested had a hit in this group.
SMILES,TRPM1 prom inh,CaV13 ICDI inh,NR2E3 ag-1,HIF-2a block,NR2E3 ag-2,Vif inh,Exocytosis inh,Peg3 prom inh,aDG glyco up,hiPSC survival,PDI inh
COc1ccc(-c2nnc3ccc(SC)nn23)cc1,10,-4,-3,8,-25,24,-5,4,-0.2,-1.7,-5
COc1ccc(CC(=O)Oc2ccccc2C)cc1S(=O)(=O)N1CCOCC1,-15,-6,-1,16,-17,9,-1,19,-0.1,-0.5,-3
CC1(C)Cc2c(sc3c2c(=O)n(-c2cccc(Cl)c2)c(=O)n3CC(N)=O)CO1,5,-4,-3,19,0,-4,-2,6,0.2,-0.5,-1
COc1cccc(-c2nn(C)c3sc(C(=O)NCc4ccc(C)cc4)cc23)c1,2,-6,1,-3,-20,-1,0,12,0.3,-0.5,-1
NC1=NC2(CCCCC2)N(c2cccc(Cl)c2)C(N)=N1,-3,-5,0,4,-39,9,2,-96,-0.2,-3.7,5
COC(=O)N/N=C(\C)c1ccc2ccccc2c1OC(F)F,-26,-5,1,20,-7,0,-8,-7,0.1,-0.1,-3
CCC(C)[C@@H](C(=O)Nc1ccc(OC)c(OC)c1)N1Cc2ccccc2C1=O (some centres not stated),-11,-6,0,4,8,10,3,9,0.0,0.2,-38
COc1cccc(/C=N/NC(=O)c2nnn(-c3nonc3N)c2C(C)C)c1,-6,-5,4,-20,-15,-4,2,-1,-0.1,-0.1,-1
CCc1c(C)nc2ccc(Br)cc2c1SCCC#N,-8,-20,13,23,-28,-3,0,18,1.0,1.1,5
O=C1[C@H]2[C@@H](c3ccc(C(F)(F)F)cc3)N[C@]3(CCCN(Cc4ccc(F)cc4)C3=O)[C@H]2C(=O)N1Cc1ccccc1,·,-3,·,-78,4,1,1,33,-0.1,-0.6,23

# Already shown: entries from further up.
SMILES,TRPM1 prom inh,CaV13 ICDI inh,NR2E3 ag-1,HIF-2a block,NR2E3 ag-2,Vif inh,Exocytosis inh,Peg3 prom inh,aDG glyco up,hiPSC survival,PDI inh
COC(=O)N/N=C(\C)c1ccc2ccccc2c1OC(F)F,-26,-5,1,20,-7,0,-8,-7,0.1,-0.1,-3
CCC(C)[C@@H](C(=O)Nc1ccc(OC)c(OC)c1)N1Cc2ccccc2C1=O (some centres not stated),-11,-6,0,4,8,10,3,9,0.0,0.2,-38
COc1cccc(/C=N/NC(=O)c2nnn(-c3nonc3N)c2C(C)C)c1,-6,-5,4,-20,-15,-4,2,-1,-0.1,-0.1,-1
CCc1c(C)nc2ccc(Br)cc2c1SCCC#N,-8,-20,13,23,-28,-3,0,18,1.0,1.1,5
O=C1[C@H]2[C@@H](c3ccc(C(F)(F)F)cc3)N[C@]3(CCCN(Cc4ccc(F)cc4)C3=O)[C@H]2C(=O)N1Cc1ccccc1,·,-3,·,-78,4,1,1,33,-0.1,-0.6,23

# (listing goes on)
SMILES,TRPM1 prom inh,CaV13 ICDI inh,NR2E3 ag-1,HIF-2a block,NR2E3 ag-2,Vif inh,Exocytosis inh,Peg3 prom inh,aDG glyco up,hiPSC survival,PDI inh
Cc1cc(C)cc(OC(=O)CCN2C(=O)C3C4C=CC(C5CC45)C3C2=O)c1 (configuration not stated),0,-6,3,12,-16,-5,-3,2,-0.3,0.3,10
Cn1c(=O)c2c(ncn2CC(O)CNc2ccc(Cl)cc2)n(C)c1=O (configuration not stated),7,-2,-1,11,-18,-9,0,4,0.4,-0.3,-3
O=C1Nc2ccc(Br)cc2/C1=N\N=C\C1=C(N2CCOCC2)C(=C/c2ccccc2)/CC1,30,-6,·,14,-1,-3,1,30,-0.7,2.5,9
COc1ccccc1-n1nnnc1SCC(=O)Nc1oc(C)c2c(C)n[nH]c(=O)c12,9,-2,-4,9,-22,5,4,13,-0.2,-0.5,11
COc1ccc(C(=O)NCc2ccccn2)cc1,2,·,4,-24,13,3,0,5,-0.4,-2.1,15
COc1cc(NC(=O)COc2ccc(-n3ccnc3)cc2)cc(OC)c1,3,1,1,0,0,2,-1,21,0.3,-0.3,-3
O=C(Nc1ccc(-c2nnc3n2CCCCC3)cc1)c1cnccn1,5,·,·,12,-11,-7,0,9,-0.2,0.0,5
O=C1CN(C(=O)c2cccc([N+](=O)[O-])c2)CC(=O)N1,-3,-2,1,21,10,2,-4,6,-0.1,-0.6,18
CC(=O)C1=C(O)C(=O)N(CCc2ccccc2)C1c1ccccc1[N+](=O)[O-] (configuration not stated),3,-5,-3,-25,-1,4,-8,-12,0.0,1.5,-16
COC(=O)/C(=N/Nc1cccc(C)c1)N1CCCc2ccccc21,16,-6,0,4,-7,·,4,-2,0.2,-0.1,9
O=c1[nH][nH]c2cc([N+](=O)[O-])ccc12,3,-16,·,-18,1,-14,-11,-23,0.1,0.7,0
CCOc1cc(C(=O)N=c2sccn2C)ccc1OC(F)F,-38,·,-1,-101,-26,3,-9,-108,0.5,1.2,6
COc1ccc(S(=O)(=O)N(C)C)cc1NC(=O)CCNC(=O)c1ccco1,·,-3,1,9,-32,27,6,5,-0.2,-0.4,0
O=C(COc1ccccc1)NCC1COc2ccccc2O1 (configuration not stated),0,-2,1,-1,-15,?,7,8,0.1,-0.4,-6
CS(=O)(=O)N(CC(=O)NCCSCc1ccccc1Cl)c1ccc(F)cc1,10,-1,-1,5,9,9,-4,7,0.0,-0.3,5
COc1cccc(NC(=O)C2CC(=O)N/C(=N/NC(=O)c3ccc(C)cc3)S2)c1 (configuration not stated),5,-1,1,8,26,-13,-4,15,-0.1,-0.4,0
Cc1nnc(SCC(C)C)[nH]c1=O,-5,-5,3,0,-5,-1,3,7,0.1,-1.3,-2
Cc1nc2nc(C)c(CCC(=O)NC(C)c3ccc4c(c3)OCCO4)c(C)n2n1 (configuration not stated),0,-5,2,-12,-1,11,-3,-11,0.1,-0.1,-3
CCc1c(C)n2nc(C)cc2[nH]c1=O,4,-4,0,7,-5,-5,-1,11,0.0,-2.0,1
O=C(CSC1=NS(=O)(=O)c2cc(F)ccc2N1)Nc1ccc(F)cc1,10,-6,-5,3,5,-2,20,-2,-0.2,-0.5,-1
COC(CNC(=O)c1ccc(N2CCc3ccccc32)c([N+](=O)[O-])c1)OC,-12,-7,0,8,1,2,0,-62,2.2,-0.5,2
O=C(NCCCNCc1ccccc1)c1ccccn1,-3&5,-6&-6,-2,12&13,22&4,2&-3,8&2,5&6,0.3&0.1,0.4&2.0,-4&2
COc1cc(C(=O)Nc2ccc(S(=O)(=O)Nc3cc(C)nc(C)n3)cc2)cc(OC)c1OC,0,6,1,20,13,-3,4,7,-0.3,-0.2,6
Cc1ccc(C)c(S(=O)(=O)N2CCN(C(=O)CCCc3c[nH]c4ccccc34)CC2)c1,4,-1,0,11,-1,-2,-2,22,0.2,0.3,13
CC(C)(C)c1ccc(C(=O)NNC(=O)CNC(=O)c2cccs2)cc1,-22,-6,·,-64,-24,2,8,-50,-0.3,0.3,4
COc1ccc2[nH]c(C)c(CCN(Cc3cccs3)C(=S)Nc3cccc(F)c3)c2c1,23,·,6,-29,-20,6,7,-7,0.6,0.0,2
O=C(N/N=C/c1cccnc1)c1ccccc1Br,12,-19,·,-17,14,4,-7,-16,0.0,-0.2,-5
N#C/C(=C\c1ccc(-c2cccc(Cl)c2)o1)C(=O)Nc1cccc2cccnc12,14,-2,2,-13,-30,5,-1,-8,0.0,-3.8,-7
CCOc1ccc(S(=O)(=O)N2CCN(C(=O)Cc3n[nH]c(=O)c4ccccc34)CC2)cc1,17,-6,·,0,10,19,3,-5,-0.3,-0.3,1
CCC1CCCCN1CC(=O)c1c(C)[nH]c2ccc(OC)cc12 (configuration not stated),0,-5,0,12,12,0,-16,-9,0.0,-0.7,4
O=C(CN1C(=O)NC(c2ccccc2)(c2ccccc2)C1=O)NCC(=O)Nc1ccc(F)cc1,2,-16,0,15,-10,-13,-4,2,-0.1,-2.0,5
COc1ccc(-c2cc(CCC(=O)N3CCN(c4cc(C)ccc4C)CC3)[nH]n2)cc1,-8,-4,·,-12,18,·,2,-2,0.2,1.7,-2
COc1ccc(C(=O)N2c3ccccc3C=CC2C#N)cc1 (configuration not stated),8,-5,3,15,-19,0,6,31,0.4,-0.8,-2
Cc1noc(C)c1S(=O)(=O)NCC(=O)O,7,-3,2,11,-22,-3,0,10,-0.1,0.7,10
Clc1ccccc1-c1ccc(/C=N/n2cnnc2)o1,1,-5,1,-5,-10,-5,0,-11,0.0,-0.7,-8
CCOC(=O)c1cc(S(=O)(=O)N2CCc3ccccc32)cn1C,23,-12,0,8,18,-4,7,18,0.5,-0.3,-2
CCN1CCN(c2nc(Nc3cccc(F)c3)nc(N)c2[N+](=O)[O-])CC1,-13,-4,-4,1,7,1,-1,12,-0.3,-0.8,-2
COCCn1c(Cc2ccccc2)nnc1SCC(=O)N1CCOCC1,8,-5,1,20,-19,·,1,1,-0.1,0.4,0
Cc1ccc(C(=O)Nc2ccc(O)cc2C(=O)O)cc1,-15,-11,-1,-9,-12,10,4,3,0.1,0.3,-3
CCOC(=O)Nc1ccc2nc(-c3cscn3)[nH]c2c1,·,-5,·,-214,-148,12,-3,-233,-0.3,-3.8,7
CC(C)S(=O)(=O)c1csc(C(=O)NN)c1Cl,·,-4,-3,18,-1,8,-3,-4,0.0,-0.4,2
Cc1ccc(-c2csc3ncnc(SCc4ccc(C(=O)O)cc4)c23)cc1,-9,0,4,10,2,-3,-1,13,0.4,0.0,-5
CCOC(=O)C1(C)CCN1C(=O)c1ccc(C(=O)OC)cc1 (configuration not stated),·,-7,·,1,2,15,2,-1,0.0,2.4,-5
COc1ccc(C)cc1S(=O)(=O)N1CCN(C(=O)c2ncoc2-c2ccccc2C)CC1,6,-4,-2,12,-8,-7,-4,1,0.0,-0.3,2
COc1ccc(S(N)(=O)=O)cc1N(C)S(=O)(=O)c1ccccc1,1,5,0,19,-37,11,-2,5,1.2,0.7,1
CCN(CC)S(=O)(=O)c1cccc(C(=O)c2c(C)cc3ccccn23)c1,-12,-4,·,-5,-33,-1,-7,6,0.9,1.7,7
O=C(O)c1ccc(/C=N/Nc2cccc(C(F)(F)F)c2)cc1,-111,1,-1,-198,-148,2,1,-218,0.1,0.1,-12
CCC(=O)Nc1sc2c(c1C(N)=O)CCN(C(C)=O)C2,·,-8,4,11,-14,·,-5,4,-0.2,0.8,-6
O=C(c1ccc(N2CCCS2(=O)=O)cc1)N1CCN(c2ccc(F)cc2)CC1,10,-2,3,-27,-15,-7,3,-18,-0.1,-0.4,3
O=C(NC(=S)Nc1ccc(CN2CCCCC2)cc1)c1ccco1,-6,-8,-1,-50,-6,1,-1,-26,0.2,-1.4,6
Cc1ccc(Cl)cc1NC(=O)c1cccc(OC(F)F)c1,-9,-7,2,-76,-17,-3,-1,-38,0.2,0.8,-4

# Screening results: PubChem, several laboratories
